Pf growth 96h: Primary qHTS for delayed death inhibitors of the malarial parasite plastid, 96 hour incubation; P. falciparum luciferase reporter growth, 96 h; Potency, µM (doses to about 28.7 µM), for inactives: at the highest dose activity change, negative = inhibition, most hits filed as inhibitors; hit rate 6.9% among 320,000; AID 504834, 2011
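96 h incubation, 37 C, 5% CO2, of luciferase-reporter P. falciparum-infected RBCs (2% hematocrit, 0.05% parasitemia final) with test compounds; endpoint luminescence.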
Sm TGR inh: qHTS Assay for the Inhibitors of Schistosoma Mansoni Peroxiredoxins | purified TGR, DTNB reduction, TNB absorbance 405 nm | Potency, µM (top dose mostly 114 µM), for the others: at the highest dose activity change, negative = inhibition, actives largely listed as inhibitors | hit rate 3% among 360,000 | AID 485364, 2010; further: nearly all actives have a fitted effect of over 60% in size
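Kinetic colorimetric format: TGR-catalysed, NADPH-driven DTNB reduction monitored via TNB absorbance. Enzyme dispensed at 20 nM; compound exposure 15 min at room temperature before reaction start.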
HCV inhibitor: qHTS Assay for Inhibitors of Hepatitis C Virus (HCV). Potency, µM (top dose mostly 41.8 µM), inactives show top-dose activity change, negative = inhibition, usual class: inhibitors. Huh7.5.1 HCVcc-Cre infection, luciferase reporter, 44 h. hit rate 3.4% among 340,000
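A cell-based infection assay in which seeded cells (1,000 per well) receive test compound after 4 h, are inoculated with HCVcc-Cre at approximately 0.5 moi, and are incubated 44 h before luminescence detection.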
Pf growth 48h: Primary qHTS for delayed death inhibitors of the malarial parasite plastid, 48 hour incubation | P. falciparum luciferase growth in erythrocytes, 48 h | Potency, µM (highest dose often 28.7 µM), without a hit: at the highest dose activity change, negative = inhibition, usual class: inhibitors | hit rate 5.9% among 310,000
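Luminescence readout; reporter = integrated firefly luciferase in P. falciparum. RBC culture at 2% hematocrit, 0.1% parasitemia final, 37 C/5% CO2; decreased signal taken as growth inhibition.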
TbPYK inhibitor: qHTS of Trypanosoma Brucei Inhibitors. pyruvate kinase (Trypanosoma brucei), Q57TT1. TbPYK enzyme, Kinase-Glo Plus ATP luminescence, 45 min. Potency, µM (highest dose often 76.8 µM), inactives show top-dose activity, negative = inhibition, actives largely listed as inhibitors. hit rate 0.12% among 410,000. AID 624173, 2012; further: nearly all actives have a fitted effect of over 50% in size
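Enzyme and substrate buffer are dispensed first and compound is pin-transferred. ADP at 130 uM final then starts the reaction, which runs 45 min at room temperature. Detection reagent is added for 10 min before luminescence is imaged.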
LmPK inh: qHTS Assay for Inhibitors of Leishmania Mexicana Pyruvate Kinase (LmPK) | purified LmPK, Kinase-Glo ATP luminescence, 1 h | Q27686 | hit rate 0.37% among 290,000 | Potency, µM (doses to about 57.5 µM), for the others: at the highest dose activity change, negative = inhibition, actives largely listed as inhibitors
Target sequence (Q27686 whole entry, looked up): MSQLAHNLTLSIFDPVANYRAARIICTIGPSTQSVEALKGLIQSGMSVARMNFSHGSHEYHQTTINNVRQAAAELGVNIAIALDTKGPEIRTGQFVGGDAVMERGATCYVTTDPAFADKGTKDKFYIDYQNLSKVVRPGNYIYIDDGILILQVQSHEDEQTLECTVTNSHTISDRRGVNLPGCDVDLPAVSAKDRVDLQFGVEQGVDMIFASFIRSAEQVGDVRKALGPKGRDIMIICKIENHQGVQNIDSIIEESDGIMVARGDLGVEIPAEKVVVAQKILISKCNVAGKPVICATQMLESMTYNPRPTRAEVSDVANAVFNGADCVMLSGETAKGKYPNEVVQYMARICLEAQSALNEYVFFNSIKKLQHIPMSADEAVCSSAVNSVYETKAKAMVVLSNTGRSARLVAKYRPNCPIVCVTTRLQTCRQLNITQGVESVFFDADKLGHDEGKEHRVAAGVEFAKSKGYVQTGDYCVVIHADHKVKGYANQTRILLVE
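Pyruvate kinase activity monitored as ATP production (luciferase luminescence). Conditions: 0.1 nM enzyme, 0.5 mM PEP, 0.1 mM ADP, 1 h, RT; normalized against uninhibited and no-enzyme wells.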
* marks the source's active call; other numbers are inactive results; ? = inconclusive; nt = no result given; & = joins results of further samples; [ ] = dose if it differs, or a comment. The call rests on the fitted dose curve; in most records, active means well fitted curve in the direction sought with a large enough effect; inconclusive means small, poorly fitted or top-dose-only effect, or another doubt; inactive means no such curve, though single readings can be large; an effect the other way counts as inactive or inconclusive. On the % scale 0 is the no-effect control and ±100 the full control effect; potency means the concentration at half of the fitted maximal effect.

Below each compound: Pf growth 96h | Sm TGR inh | HCV inhibitor | Pf growth 48h | TbPYK inhibitor | LmPK inh
> COc1cccc(OC)c1C(=O)NNS(=O)(=O)c1ccc2ccccc2c1
 : ? | -23.4% | -2.9% | 2.6% | 2.7% | -6.4%
> COc1cc(C2C(C(=O)c3ccc(C)o3)=C(O)C(=O)N2CCCn2ccnc2)cc(OC)c1OC (stereo unspecified)
 : -0.3% | -26.2% | 11.8% | -3.0% | 4.5% | 4.6%
> Cc1ccc(NC(=O)c2cc3ccccc3oc2=N)cc1
 : -7.0% | 8.7% | 17.4% | 316.4%[activator] | -8.1% | -5.2%
> CN(C)CCCN(C(=O)c1ccc(S(=O)(=O)N2CCOCC2)cc1)c1nc2ccc(F)cc2s1
 : 31.4%[activator] | -2.2% | 14.6% | 7.7% | -5.7% | -5.8%
> Cc1ccc(C(=O)Nc2ccccc2C(=O)Nc2ccccn2)cc1Cl
 : ? | 0.6% | ? | 42.7%[activator] | 1.4% | -1.8%
> COc1ccc(C(=O)N2CCN(S(=O)(=O)c3ccc(F)cc3)CC2)cc1OC
 : 16.1% | 0.9% | 8.7% | 5.4% | 3.1% | 1.0%
> N#Cc1c(N)nc(N2CCCC2)c(C#N)c1-c1ccc(Cl)cc1
 : 218.0%[activator] | -7.2% | -9.9% | -23.2% | -2.7% | 1.3%
> O=C(c1ccc(Cl)cc1)N(c1ccccn1)C1CCCCC1
 : -41.8%[5.75 µM] | 7.8% | 10.0% | -33.0%[5.75 µM] | 0.7% | -3.8%
> Cc1cccc(-n2c(Cc3cc(=O)[nH]c(=O)[nH]3)nnc2SCC(=O)N2CCCCC2)c1
 : ? | -0.7% | 9.5% | nt | -10.2% | 1.1%
> CCOC(=O)C1CCN(C(=O)C2(NC(=O)Nc3ccc(F)cc3F)CCCCC2)CC1
 : 13.6% | -3.4% | -7.9% | -2.0% | -22.3% | -0.2%
> O=C1C2=C(C(=O)c3ccccc31)C1O[C@](CCCCN3C(=O)c4ccccc4C3=O)(Cc3ccccc31)O2
 : ? | ? | nt | ? | nt | -0.7%[11.5 µM]
> O=C(NCc1ccco1)C1CCCN(S(=O)(=O)Cc2ccccc2)C1 (stereo unspecified)
 : nt | -18.1% | -18.7% | 3.8% | 15.0% | 1.6%
> CC(C)n1nc(C(=O)Oc2ccc(Cl)cc2)c2ccccc2c1=O
 : ? | -12.4% | 14.9% | 24.1% | -7.7% | -1.8%
> CCCOc1ccc(NC2=CC(=O)CC(C)(C)C2)cc1
 : nt | -11.0% | 19.1% | -0.1% | -1.1% | -1.7%
> Cc1[nH]nc(SCC(=O)NCc2ccc(Cl)cc2)c1[N+](=O)[O-]
 : ? | -5.3% | 3.3% | 1.6% | -18.7% | 1.4%

Continuation:
Below each compound: Pf growth 96h | Sm TGR inh | HCV inhibitor | Pf growth 48h | TbPYK inhibitor | LmPK inh
> O=C(CCS(=O)(=O)c1ccc(Br)cc1)NC1CCCCCC1
 : 11.7µM* | -24.6% | 7.0% | -5.0% | 2.7% | 6.4%
> COc1cc(OC)c(NC(=O)CCc2nc(-c3cccs3)no2)cc1Cl
 : 1.5% | 4.2% | ? | nt | -2.7% | 5.3%
> O=C(Cc1c[nH]c2ccccc12)NC1(C(=O)NC2CCCC2)CCCCC1
 : -33.6% | 0.5% | 16.6% | -3.5% | 0.1% | 3.4%
> O=S(=O)(NCc1ccncc1)c1ccccc1
 : -88.0% | -0.5% | ? | nt | -3.4% | -10.6%
> O=C(COc1ccc2c(-c3ccccc3)cc(=O)oc2c1)NCCCN1CCOCC1
 : ? | -0.1% | -8.8% | -22.7% | 0.5% | 6.1%
> Cc1ccnc(Cc2ccccc2)n1
 : 30.0%[activator] | 0.0% | 19.5% | -7.4%[0.00184 µM] | 0.4% | 4.6%
> O=C(CN(c1ccc2c(c1)OCCO2)S(=O)(=O)c1ccccc1)Nc1ccc2c(c1)OCO2
 : 209.4%[activator] | -2.4% | ? | ? | -0.5% | 5.4%
> Cc1cc(C)cc(N2C(=O)CC(Cn3nc(C)cc3C)C2=O)c1 (stereo unspecified)
 : 6.4% | 0.3% | -14.7% | -3.9% | 0.2% | 1.2%
> N=c1c(C(=O)NCCc2ccccc2)cc2c(=O)n3ccccc3nc2n1CC1CCCO1 (stereo unspecified)
 : ? | -6.1% | ? | 2.08µM* | 1.2% | 4.1%
> CCN1C(=O)c2cccc3c(NC(=O)c4ccc5c(c4)OCCO5)ccc1c23
 : ? | 2.8% | ? | -15.7% | 1.4% | 0.9%
> COc1cccc(CNCc2cccnc2)c1OCc1ccccc1
 : 9.6% | 0.0% | ? | ? | 10.7% | -2.5%
> Nc1cccc(Oc2ccc3c(c2)C(=O)N(CC2CCCO2)C3=O)c1 (stereo unspecified)
 : 62.8%[activator] | 9.0% | -12.6% | 75.5%[activator] | 0.3% | 3.5%
> COc1cc(C(=O)NCc2nnc(SCC(=O)Nc3cccc(C)c3)o2)cc(OC)c1OC
 : 7.38µM* | -1.9% | 10.5% | nt | 23.7% | 2.0%
> COC(=O)Cc1cc(=O)[nH]c(/N=C(\N)Nc2cccc(C)c2)n1
 : 11.7µM* | 11.6% | 10.5% | 19.4% | 3.3% | -1.4%
> CCCC(C)NC(=O)COC(=O)c1cccc(NS(C)(=O)=O)c1 (stereo unspecified)
 : 0.0% | 13.6% | 25.4% | 68.3%[activator] | 1.8% | 1.8%

New compounds follow:
Below each compound: Pf growth 96h | Sm TGR inh | HCV inhibitor | Pf growth 48h | TbPYK inhibitor | LmPK inh
> O=C(CSc1ccc2nnc(-c3cccnc3)n2n1)Nc1ccccc1
 : ? | -13.9% | -14.3% | ? | -18.4% | -5.9%
> O=C(C1COc2ccccc2O1)N1CCCCC1 (stereo unspecified)
 : -7.1% | -11.6% | 7.6% | 14.3% | 5.7% | nt
> S=C(N/N=C/c1ccc(Cl)cc1)N1CCOCC1
 : 46.5%[activator] | -11.8% | 8.4% | 53.9%[activator] | -17.5% | 1.7%
> CCC1CCCCN1S(=O)(=O)c1ccc(NC(=O)c2cccnc2)cc1 (stereo unspecified)
 : 25.8% | -2.4% | nt | 3.6% | 1.7% | -6.6%
> OCc1cc(CO)c(O)c(CCc2ccccc2)n1
 : 4.65µM* | -6.4% | 8.3% | nt | -1.1% | 0.8%
> COc1ccccc1N=Nc1ccc(O)c2ncccc12
 : 1.9% | -34.6% | 2.24µM* | 2.94µM* | -14.3% | -1.5%
> CN(CCC1CCCCO1)C(=O)CCc1nnc(Cc2c[nH]c3ccccc23)o1 (stereo unspecified)
 : ? | 89.1µM* | 0.2% | ? | -8.9% | -6.9%
> CCOC(=O)CNS(=O)(=O)c1ccc(C(=O)O)cc1
 : ? | 16.4% | 10.3% | 26.3% | 3.0% | -5.5%
> Cc1cccc(C)c1NC(=S)N(Cc1ccccc1)Cc1cccs1
 : ? | 2.4% | -0.6% | ? | -3.3% | -0.7%
> O=C1CCC(c2ccccc2)(C2CCN(Cc3ccccc3)CC2)C(=O)N1 (stereo unspecified)
 : ? | -3.7% | -53.9% | ? | -0.3%&8.3% | nt
> CNC(=O)CSc1nnc(COc2ccc(Cl)cc2)n1CCOC
 : ? | 0.0% | -0.9% | 0.0% | 1.9% | -0.1%
> O=C(NC(=O)N1CCN(c2cccc(Cl)c2)CC1)c1ccc(Cl)cc1
 : 169.2%[activator] | -14.9% | -19.7% | 25.4% | -8.6% | -5.3%
> CCOC(=O)N1CCN(C(=S)NCCOC)CC1
 : 20.4% | 12.8% | -6.2% | nt | nt | 1.1%
> Cn1nnnc1SCC(=O)c1cccs1
 : 31.2%[activator] | 39.8µM* | -0.7% | 4.1% | -6.7% | -4.0%
> O=C(c1ccccc1)N1CCN(c2ncnc3sc4c(c23)CCC4)CC1
 : ? | -16.3% | ? | ? | -0.2% | 5.6%

(list continues)
Below each compound: Pf growth 96h | Sm TGR inh | HCV inhibitor | Pf growth 48h | TbPYK inhibitor | LmPK inh
> COc1ccc(C(=O)C2CCCN(C(=O)C3CCOCC3)C2)c(C)c1 (stereo unspecified)
 : -9.3% | -0.5% | 7.4% | 65.5%[activator] | 1.0% | 3.3%
> Clc1ncnc2c1oc1ccccc12
 : ? | -32.2% | ? | 126.6%[activator] | -4.1% | -16.3%
> COc1cccc(-n2cc(CNCc3cn(C)nc3-c3ccccc3F)cn2)c1
 : ? | -2.9% | -15.1% | -6.1% | -21.4% | -3.7%
> COc1cc(CCC(=O)Nc2cccc(C(F)(F)F)c2)cc(OC)c1OC
 : -9.3% | -11.8% | ? | 15.7% | -3.9% | 3.0%
> COc1cc(C(=O)NC2=NCCS2)ccc1OCc1c(C)noc1C
 : ? | -25.0% | -12.5% | -8.0% | -2.2% | 5.6%
> Cc1ccc(C)c(C(=O)COc2ccc(C)nc2[N+](=O)[O-])c1
 : ? | 11.2µM* | -1.6% | nt | -13.5% | 1.6%
> COCc1cccc(C(=O)NC(c2ccccc2)c2ccccc2)c1
 : ? | 10.3% | -11.5% | -21.4% | 2.5% | -1.3%
> COc1ccc(Cl)cc1NC(=O)CN(C)C(=O)Cc1ccc(-c2ccccc2)cc1
 : ? | -6.9% | -8.5% | ? | 0.7% | nt
> O=C1/C(=C/c2ccccc2)NC(=S)N1C(c1ccccc1)c1ccccc1
 : nt | -14.2% | ? | 11.7µM* | -13.5% | 1.4%
> O=C(Nc1ccccc1)c1cccc(N2C(=O)CCC2=O)c1
 : nt | 0.0% | -0.5% | -0.3% | -0.3% | 0.2%
> CCc1cc(C(=O)N=Nc2c(O)[nH]c3ccc([N+](=O)[O-])cc23)c2ccccc2n1
 : ? | -20.5% | ? | -9.5% | -1.8% | -3.8%
> O=c1c2c([nH]c3ccc(Br)cc13)CCCC2
 : 0.0% | -32.7% | -24.1% | 0.329µM* | -8.1% | 1.7%
> Cc1onc(-c2ccccc2)c1C(=O)NC(=S)NNC(=O)c1ccc(O)cc1
 : ? | -11.3% | ? | ? | -5.2% | 1.4%
> CCOc1ccc(S(=O)(=O)/N=C(\N)c2ccccc2)cc1
 : 23.3% | 5.0% | ? | -3.9% | -2.9% | 0.9%
> CNc1snc(C)c1C(=O)OCC(=O)c1ccc(OC)c(F)c1
 : -7.8% | 4.8% | ? | 1.3% | 1.4% | nt
> O=C1CC(N2CCC(n3c(=O)[nH]c4ccccc43)CC2)C(=O)N1c1ccc(F)cc1 (stereo unspecified)
 : nt | -32.9% | -2.0% | 6.6% | 1.8% | 3.2%

A run of entries taken from the entries so far, as a working copy:
Below each compound: Pf growth 96h | Sm TGR inh | HCV inhibitor | Pf growth 48h | TbPYK inhibitor | LmPK inh
> COc1ccc(C(=O)C2CCCN(C(=O)C3CCOCC3)C2)c(C)c1 (stereo unspecified)
 : -9.3% | -0.5% | 7.4% | 65.5%[activator] | 1.0% | 3.3%
> Clc1ncnc2c1oc1ccccc12
 : ? | -32.2% | ? | 126.6%[activator] | -4.1% | -16.3%
> COc1cccc(-n2cc(CNCc3cn(C)nc3-c3ccccc3F)cn2)c1
 : ? | -2.9% | -15.1% | -6.1% | -21.4% | -3.7%
> COc1cc(CCC(=O)Nc2cccc(C(F)(F)F)c2)cc(OC)c1OC
 : -9.3% | -11.8% | ? | 15.7% | -3.9% | 3.0%
> COc1cc(C(=O)NC2=NCCS2)ccc1OCc1c(C)noc1C
 : ? | -25.0% | -12.5% | -8.0% | -2.2% | 5.6%
> Cc1ccc(C)c(C(=O)COc2ccc(C)nc2[N+](=O)[O-])c1
 : ? | 11.2µM* | -1.6% | nt | -13.5% | 1.6%
> COCc1cccc(C(=O)NC(c2ccccc2)c2ccccc2)c1
 : ? | 10.3% | -11.5% | -21.4% | 2.5% | -1.3%

Source: PubChem (National Center for Advancing Translational Sciences (NCATS))
